Rtt109 Vps75: blocks Candida albicans Rtt109/Vps75 acetyltransferase activity; Q5AAJ8; purified Rtt109/Vps75, ThioGlo CoA-SH fluorescence, 4 h; inhibition, % at 34.9 µM; 0.16% of 330,000 active; AID 540336;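 active = inhibition of at least 50% in every replicate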
Target sequence (Q5AAJ8 whole entry, looked up): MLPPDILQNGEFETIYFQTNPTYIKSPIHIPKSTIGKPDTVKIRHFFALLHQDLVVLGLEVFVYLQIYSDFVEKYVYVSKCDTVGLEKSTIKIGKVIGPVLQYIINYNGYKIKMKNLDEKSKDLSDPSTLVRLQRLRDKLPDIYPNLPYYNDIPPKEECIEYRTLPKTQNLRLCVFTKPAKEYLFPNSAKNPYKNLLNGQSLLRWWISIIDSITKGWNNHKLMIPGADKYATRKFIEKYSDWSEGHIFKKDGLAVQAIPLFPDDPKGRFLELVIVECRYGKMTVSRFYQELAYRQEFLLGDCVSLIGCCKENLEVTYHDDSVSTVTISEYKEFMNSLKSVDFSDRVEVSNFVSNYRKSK
DAGLB inh: blocks human DAGLB lipase activity. 0.059% of 340,000 active. inhibition, % at 5.17 µM. HEK293T DAGLB membrane lysate, EnzChek fluorogenic substrate; in the data active = inhibition above about 34%;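 also: 0% = enzyme with vehicle and 100% = wells lacking enzyme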
RTF Ca sens act: increases calcium sensitivity of human cardiac regulated thin filaments; P19429+P45379; IANBD-labeled TnC RTF fluorescence at EC20 calcium; 0% EC20 calcium, 100% full calcium; activation, % at 7.2 µM; 0.24% of 340,000 active; AID 493008;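 active = activation above the mean over all tested compounds plus 3 SD, cut at about 30% in these data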;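 also: rise in fluorescence read as greater calcium sensitivity of cardiac thin filaments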
PKA-R2B activ: activates the human PKA-R2B holoenzyme complex | P22694+P31323 | PKA-R2B holoenzyme dissociation, Cy5-IP20 fluorescence polarization; R2B truncated from residue 108, S112A mutant; 0% DMSO only, 100% 113 µM cGMP | activation, % at 11.4 µM | 0.079% of 340,000 active;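 active = activation above a cutoff set at the mean over all compounds plus 3 SD, cut at about 18% in these data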;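 also: higher means more holoenzyme dissociation and a rise in polarization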
Target sequence (P31323 whole entry, looked up, other chains not shown, the tested form may be a part): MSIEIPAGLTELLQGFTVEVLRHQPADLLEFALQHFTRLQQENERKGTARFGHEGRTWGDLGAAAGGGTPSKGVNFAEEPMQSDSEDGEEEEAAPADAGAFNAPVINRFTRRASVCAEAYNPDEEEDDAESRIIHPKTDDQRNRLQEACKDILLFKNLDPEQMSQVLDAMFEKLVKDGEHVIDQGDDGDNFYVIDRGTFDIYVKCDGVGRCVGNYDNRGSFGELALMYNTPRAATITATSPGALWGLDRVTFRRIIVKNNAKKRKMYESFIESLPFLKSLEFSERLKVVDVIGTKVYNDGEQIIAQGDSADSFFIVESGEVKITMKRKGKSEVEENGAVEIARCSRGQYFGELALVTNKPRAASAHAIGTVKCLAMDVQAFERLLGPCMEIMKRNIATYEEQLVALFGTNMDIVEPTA
C-LANA FP: blocks KSHV LANA C-terminal domain binding to DNA | MBP-C-LANA/FAM-LBS DNA binding, fluorescence polarization | inhibition, % at 9 µM | 0.078% of 340,000 active | AID 504423;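 active = highest replicate inhibition at or above 60% at 9 µM, even if other replicates fall short; inactive = all replicates below 60% inhibition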;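 also: 0% = neutral control wells and 100% = 4 µM acridine orange control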
RTF Ca sens inh: cardiac RTF calcium desensitization; P19429+P45379; IANBD-labeled cardiac RTF, Ca2+ fluorescence; inhibition, % at 7.15 µM; 0.12% of 340,000 active;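 active = inhibition above the mean inhibition of all tested compounds plus 3 SD, cut at about 17% in these data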;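 also: assay run at fixed EC70 calcium of 1.6 mM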
Keap1-Nrf2 PPI: Keap1-Nrf2 (human) interaction inhibition. inhibition, % at 9.4 µM. 0.15% of 340,000 active. Keap1 Kelch-Nrf2 peptide fluorescence polarization, 1536-well; in the data active = inhibition above about 12%;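 also: human Keap1 Kelch domain with fluorescein labeled Nrf2 9mer peptide probe; 0% = neutral control wells and 100% = peptide positive control; higher means more block of Keap1 binding to Nrf2 peptide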
SR-BI uptake up: enhances SR-BI lipid uptake from DiI-HDL | 0.096% of 320,000 active | activation, % at 12.5 µM | CHO ldlA[mSR-BI] cells, DiI-HDL uptake fluorescence, 3 h; 100 = double the neutral-control signal;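 active = mean replicate activation of at least 60% and every replicate at or above 60%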;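 also: 0% = median plate neutral-control signal and 100% = twice that signal; values of inactives mirror those of a sister screen read the other way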
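Test system: SR-BI-overexpressing, LDLR-lacking CHO cells; Also added: labelled HDL, 10 µg/mL; Measured by: bottom-read cell fluorescence after medium removal, ex 550/em 595 nm; Timing: 3 h uptake period with compound, 37 °C; Buffer or medium: F12, 0.5% BSA, 25 mM HEPES; Doses: single compound concentration, delivered by pin transfer.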
CAL PDZ FP-1: inhibitors of human CAL PDZ peptide binding. inhibition, % at 24.9 µM. purified CAL PDZ, TMR-peptide fluorescence polarization, 1 h. AID 602252. 0.92% of 300,000 active. Q9HD26;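 active = mean inhibition of at least 30% with at least half of replicates also reaching 30%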;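 also: 0% = DMSO neutral control and 100% = excess unlabeled competitor peptide PRC23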
CAL PDZ FP-2: human CAL PDZ-peptide interaction inhibition; purified CAL PDZ, TMR-peptide fluorescence polarization, 1 h; inhibition, % at 20 µM; 0.02% of 330,000 active; AID 504414; Q9HD26;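 active = highest replicate inhibition of at least 40%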;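 also: plate controls were DMSO neutral control wells for no effect and unlabeled competitor peptide control wells for full effect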
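System: purified tagged CAL PDZ domain construct (CerCALP). Schedule: 1 h incubation at room temperature before polarization reading. Medium: 25 mM sodium phosphate pH 7.4, 150 mM NaCl, TCEP, IgG, Thesit. Read-out: percent inhibition from loss of millipolarization. Measured by: FP readout, S and P plane fluorescence. Probe or stimulus: fluorescent TMR peptide probe.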
Starred values were filed as active, the others as inactive; . = no result given.

SMILES	Rtt109 Vps75	DAGLB inh	RTF Ca sens act	PKA-R2B activ	C-LANA FP	RTF Ca sens inh	Keap1-Nrf2 PPI	SR-BI uptake up	CAL PDZ FP-1	CAL PDZ FP-2
CCOc1ccc(C(=O)c2cnc3ccccc3c2N2CCN(CC)CC2)cc1	-4	-3	-5	8	1.4	-5	2	0	5	0.1
O=C(COC(=O)c1ccc2c(c1)OCO2)NCc1ccc2c(c1)OCO2	3	0	2	1	0.3	1	8	-1	-2	0.8
C=CCNC(=O)c1ccccc1CCc1ccccc1	3	-1	1	-5	-0.6	1	-1	4	-4	0.7
CCOc1ccc(CCNC(=O)CCC(=O)Nc2ccc3nc(N4CCN(C)CC4)cc(C)c3c2)cc1OCC	0	1	3	0	-1.6	6	0	-14	-2	0.6
COc1ccc(CCn2c(C)cc(C(=O)CN3C(=O)C(=O)N(C4CCCC4)C3=O)c2C)cc1OC	7	3	-8	-2	0.2	-5	-4	-48	-2	-1.4
N#Cc1ccc(CN2CCN(C(=O)CNS(=O)(=O)c3ccc4c(c3)OCCCO4)CC2)cc1	2	-1	5	2	0.0	0	-3	7	0	-0.4
CC(C)c1ccc(O)c(N)c1	11	0	-4	3	-1.6	-3	-1	11	1	0.5
C1=CC2CC1CC2CN1CCN(Cc2ccccc2)CC1 (stereo not drawn)	-7	1	-2	6	-0.5	-2	-5	20	-3	-0.8
COc1cccc(NC(=O)C2CCN(S(=O)(=O)c3ccccc3)CC2)c1	2	2	-1	-12	-1.0	-3	-5	2	3	0.9
COc1ccc(CNC(=O)COC(=O)CO/N=C(\C)c2ccc3c(c2)OCO3)cc1	0	0	1	-9	0.4	-7	-3	4	1	-2.7
CC(C)NC(=O)c1ccc(-c2cccc(C(F)(F)F)c2)o1	-2	-4	3	8	0.9	7	4	.	-1	-2.5
CSc1nc(N2CCN(C)CC2)c2c(c1C#N)CC(C)(C)OC2	5	3	7	8	-3.7	-3	4	0	.	0.1
S=C1N(c2ccccc2)C(c2ccccc2)N2CCCN12 (stereo not drawn)	20	3	2	-15	1.5	1	2	21	1	1.8
CCn1c(=O)c([N+](=O)[O-])c(Cl)c2ccccc21	5	1	7	-5	-1.1	1	-1	3	3	-0.1
N#C/C(=C\c1cccc(O)c1)c1nc2ccccc2o1	0	3	-2	-2	-0.7	-1	-3	-24	-3	-2.8
O=C(COC(=O)CNC(=O)c1cccc([N+](=O)[O-])c1)Nc1cccc(S(=O)(=O)N2CCCC2)c1	-1	-2	1	-2	-2.6	-3	5	-12	-4	-1.6
CCOC(=O)Cc1csc(NC(=O)C2C3C=CC(C3)C2C(=O)O)n1 (stereo not drawn)	5	0	0	-6	0.5	-1	2	19	3	0.2
Cc1ccc(-c2nnc(SCC(=O)N3CCCc4ccccc43)n2N)cc1	1	-2	-3	-4	0.4	2	-1	-3	.	0.0
COc1cccc(-c2nc(C(N)=O)c3[nH]c(=O)n(-c4ccccc4)c3n2)c1OC	-11	2	-2	-2	0.3	-3	-5	-51	.	-1.9
COC(=O)c1ccc(NS(=O)(=O)c2cc3c4c(c2)CCC(=O)N4CCC3)cc1	-5	-4	-4	9	-0.5	-6	-4	-4	-1	-3.0

6 entries out of the list above, arranged by their value in PKA-R2B activ, ascending.
Compound	PKA-R2B activ
COc1ccc(CNC(=O)COC(=O)CO/N=C(\C)c2ccc3c(c2)OCO3)cc1	-9
CCn1c(=O)c([N+](=O)[O-])c(Cl)c2ccccc21	-5
O=C(COC(=O)CNC(=O)c1cccc([N+](=O)[O-])c1)Nc1cccc(S(=O)(=O)N2CCCC2)c1	-2
O=C(COC(=O)c1ccc2c(c1)OCO2)NCc1ccc2c(c1)OCO2	1
CC(C)NC(=O)c1ccc(-c2cccc(C(F)(F)F)c2)o1	8
COC(=O)c1ccc(NS(=O)(=O)c2cc3c4c(c2)CCC(=O)N4CCC3)cc1	9

New compounds follow
SMILES	Rtt109 Vps75	DAGLB inh	RTF Ca sens act	PKA-R2B activ	C-LANA FP	RTF Ca sens inh	Keap1-Nrf2 PPI	SR-BI uptake up	CAL PDZ FP-1	CAL PDZ FP-2
CCN(CC(=O)NCc1ccccn1)S(=O)(=O)c1cc(Cl)ccc1Cl	0	-5	2	-1	0.1	-3	-1	21	0	-1.4
COc1cccc(N2CC(O)=C(c3ccccc3)C2=N)c1	8	1	-4	15	0.0	-7	-1	3	-2	-0.4
CC(CNc1ccc([N+](=O)[O-])c2cccnc12)Nc1c([N+](=O)[O-])cc(C(F)(F)F)cc1[N+](=O)[O-] (stereo not drawn)	4	11	-23	-8	-0.9	-3	-3	-36	-2	-2.3
COCC(=O)N1CCC(Oc2ccc(C(=O)NC(C)c3csc(C)n3)cc2)CC1 (stereo not drawn)	-3	7	0	-8	0.6	-3	-2	14	1	-0.7
CCOC(=O)c1sc(NC(=O)Nc2ccc(Cl)cc2)nc1C	1	-6	0	-5	1.7	-2	-6	-18	52*	-0.3
CCN(CC)c1ccc(CN2CCCCCC2)cc1	-1	3	-2	-9	-1.5	-1	2	27	-1	-0.7
COc1ccc(N2CCN(C(=O)COC(=O)c3ccc(C)o3)CC2)cc1	-5	3	1	-4	0.0	-5	-5	19	5	-2.5
CC(=O)Nc1cccc(NC(=O)CSc2nccn2Cc2ccccc2)c1	-4	-4	-6	-7	-0.8	-5	-2	-7	-1	-2.0
COC(=O)C(C)n1cnc2c(nnn2-c2cccc(Cl)c2)c1=O (stereo not drawn)	5	-9	-3	14	-0.5	-9	1	18	-2	-0.3
CC(=O)c1sc(NC(=O)c2ccccc2F)nc1C	-9	2	2	-3	-1.2	-8	-4	-17	-2	-0.2
C=CCn1c(SCC(=O)c2ccc(CNC(C)=O)o2)nc2scc(C3CC3)c2c1=O	29	3	10	-13	1.5	-1	-6	-22	7	-4.0
Cn1c(Cl)c(/C=N/OC(=O)C2CC2)c2ccccc21	-6	-12	-2	8	-1.6	10	-6	-3	.	-1.3
COCc1cc(C)nc(OCC(=O)N/N=C/c2ccco2)c1C#N	-7	-1	15	-16	2.3	-6	-6	-13	-3	-2.8
Cc1cc(C)nc(CCNC(=O)c2cc(COc3ccc(F)cc3Cl)on2)n1	-2	1	0	-1	-1.8	-4	1	4	.	-0.7
CCOC(=O)N1CCN(c2nc(C)c3c(n2)CC(C)CC3=O)CC1 (stereo not drawn)	-3	-2	-5	-4	0.3	-4	5	10	.	-0.9
COc1ccc(C(O)P(=O)(OCC(C)C)OCC(C)C)c(OC)c1 (stereo not drawn)	7	-1	1	-10	1.5	-1	6	5	-3	-0.2
CC(=O)N(c1ccccc1)c1c(F)c(F)c(F)c(F)c1F	-1	-2	3	-4	1.2	-7	-3	-24	0	-0.6
Cc1nnc(SCC(=O)N/N=C/c2cn(-c3ccccc3)nc2-c2ccccc2)n1-c1ccccc1	-4	3	2	-20	1.1	-2	1	-23	-4	-0.3
Cc1ccc2nc(N3CCN(C(=O)c4ccc(F)cc4)CC3)c(C#N)cc2c1	-3	-1	1	-1	3.2	-10	-6	39	-6	-1.4
COCC(C)NCc1cccc([N+](=O)[O-])c1 (stereo not drawn)	-1	-1	-6	-7	14	9	3	-10	-1	0.1

Complete entries, quoted from the list. Screens in order: Rtt109 Vps75	DAGLB inh	RTF Ca sens act	PKA-R2B activ	C-LANA FP	RTF Ca sens inh	Keap1-Nrf2 PPI	SR-BI uptake up	CAL PDZ FP-1	CAL PDZ FP-2
Profile of CCOC(=O)N1CCN(c2nc(C)c3c(n2)CC(C)CC3=O)CC1 (stereo not drawn) : -3	-2	-5	-4	0.3	-4	5	10	.	-0.9
Profile of COc1ccc(C(O)P(=O)(OCC(C)C)OCC(C)C)c(OC)c1 (stereo not drawn) : 7	-1	1	-10	1.5	-1	6	5	-3	-0.2

(more compounds)
SMILES	Rtt109 Vps75	DAGLB inh	RTF Ca sens act	PKA-R2B activ	C-LANA FP	RTF Ca sens inh	Keap1-Nrf2 PPI	SR-BI uptake up	CAL PDZ FP-1	CAL PDZ FP-2
COc1ccc(N(CC(=O)Nc2cccc(N(C)S(C)(=O)=O)c2)S(=O)(=O)c2ccc(F)cc2)cc1	21	1	-6	2	-9.2	8	-4	-53	-8	-1.8
Cc1ccc(CNC(=O)CNS(=O)(=O)c2ccc(Br)s2)cc1	7	1	-1	-7	-0.9	6	1	.	-2	-0.3
COc1cccc(C(=O)COc2cccc(NC(=O)c3cccc([N+](=O)[O-])c3)c2)c1	-6	-3	3	4	-1.1	2	0	-64	-7	-0.7
Cc1ccc(S(=O)(=O)c2ccc(Cl)cc2)cc1S(=O)(=O)N(C)CC(=O)O	-1	0	4	-8	0.8	-13	4	32	0	0.3
CCOC(=O)C1CCCN(C(=O)c2ccc3nc(-c4cccc(OC)c4)oc3c2)C1 (stereo not drawn)	6	-6	3	-1	-0.7	-7	-1	2	-3	-1.7
Cc1ccccc1C(=O)N1CCN(c2nc(N3CCOCC3)nc(N3CCOCC3)n2)CC1	-3	-1	-1	8	2.3	1	-3	-29	-6	1.7
CC(C)CNC(=O)C(=O)NCCC1CCCCN1S(=O)(=O)c1cccs1 (stereo not drawn)	39	0	-4	-3	0.5	7	0	1	-3	-2.6
O=C(C[C@@H]1C/C=C/CC[C@H](Cc2ccc(F)cc2)C(=O)OC[C@@H](Cc2ccccc2)NC1=O)N[C@H](CO)Cc1ccccc1	-5	1	-4	14	-0.6	-4	0	-35	-2	-0.2
O=C(NCCN1CCOCC1)C(=O)NCC1OCCCN1S(=O)(=O)c1cc(F)ccc1F (stereo not drawn)	-14	-1	-1	14	-0.4	1	-1	1	.	-0.2
COc1ccc(Cl)cc1NC(=O)CN(C)CC(=O)Nc1ccc(Br)cc1	5	-2	-4	2	1.0	-2	2	-27	3	0.4
CCSc1nnc(NC(=O)[C@@H](NC(=O)c2ccc(C(C)(C)C)cc2)C(C)C)s1	-1	-12	-6	-12	0.1	-4	-3	13	-1	-0.4
Cc1ccsc1/C=N/Nc1nc(Cl)c(Cl)cc1Cl	1	-6	-3	-6	3.7	5	2	-30	0	-0.9
CC1(C)Cc2cccc(OCC(=O)NCc3ccccc3F)c2O1	-7	0	-5	-8	1.1	-5	1	-18	4	-1.1
CC(=O)N1CCN(c2nnnn2-c2ccccc2)CC1	1	0	6	7	-0.8	-2	-5	8	-2	-1.4
O=C(Nc1ccc(F)cc1)C1CCCN(S(=O)(=O)c2ccc(-n3cnnn3)cc2)C1 (stereo not drawn)	-8	-1	-6	-1	0.7	-5	6	.	.	1.3
Cc1coc(C)c1C(=O)CC1(O)C(=O)N(C)c2ccc(Cl)cc21 (stereo not drawn)	9	-1	-5	-7	-0.4	0	-2	6	-4	-1.5
CCOc1ccc(S(=O)(=O)N2CCC(C(=O)N3CCOCC3)CC2)cc1Cl	-3	-3	-2	-13	-1.2	0	0	5	.	-0.6
CCn1cc(CNC(=O)c2ccc(Cl)c([N+](=O)[O-])c2)c(C)n1	5	3	-7	9	-1.2	-4	4	8	-4	-0.1
Cc1ccc(-n2ccc(=O)c(C(=O)O)n2)cc1	-14	-3	13	-11	-1.8	-5	-5	1	10	-2.8
